Screening data from PubChem.
OXTR potentiate: human OXTR potentiation. CHO-OTR cells, Fluo-8 calcium fluorescence, potentiator mode; 0% = oxytocin EC15, 100% = EC100. activation, % at 3 µM. actives 0.061% (n = 320,000);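 active = activation above that plate's cutoff, the mean activation of tested compounds plus 3 SD, cut at about 6.6% in these data, passing the limit was not always enough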;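 note: 100% uses oxytocin at 75 nM as the full agonist control; some results filed as inactive read as strong as hits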
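Replication – single well per compound, singlicate · Assay system – CHO cell line stably expressing human OTR · Timing – 6 min pre-incubation, 100 s read · Measure – normalized max/min fluorescence ratio, % activation · Doses – 3.0 µM, one dose · Detection – Fluo-8 calcium dye fluorescence · Probe or stimulus – oxytocin near EC15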
M1 ag: agonists of human M1 muscarinic receptor | P11229 | CHO-K1 hM1, Fluo-8 calcium fluorescence, agonist mode; 0% DMSO, 100% acetylcholine EC100 | activation, % at 3 µM | actives 0.33% (n = 360,000);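 active = activation above the run's mean compound activation plus 3 SD, cut at about 16% in these data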;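 note: peak over basal fluorescence ratio within a 140 s kinetic read after compound addition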
Target sequence (P11229 whole entry, looked up): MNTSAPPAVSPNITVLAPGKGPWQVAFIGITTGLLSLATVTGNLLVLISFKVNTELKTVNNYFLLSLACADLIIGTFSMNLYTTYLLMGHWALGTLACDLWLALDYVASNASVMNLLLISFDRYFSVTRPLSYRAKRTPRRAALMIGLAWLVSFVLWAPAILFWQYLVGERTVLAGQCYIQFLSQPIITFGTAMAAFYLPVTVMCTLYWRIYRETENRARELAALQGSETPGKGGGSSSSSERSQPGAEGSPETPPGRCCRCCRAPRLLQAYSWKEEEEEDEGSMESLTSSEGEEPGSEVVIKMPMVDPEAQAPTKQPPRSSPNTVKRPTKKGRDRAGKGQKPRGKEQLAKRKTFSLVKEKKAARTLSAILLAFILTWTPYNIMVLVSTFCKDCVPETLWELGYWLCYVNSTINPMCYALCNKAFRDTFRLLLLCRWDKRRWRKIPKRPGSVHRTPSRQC
CHRM1 antagonist: blocks human M1 muscarinic receptor; P11229; inhibition, % at 3 µM; CHO-K1 hM1, Fluo-8 calcium fluorescence, ACh EC80 antagonist; actives 1.3% (n = 360,000); AID 588852;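 active = percent inhibition above its own plate's cutoff, namely the mean of that plate's compound wells plus 3 SD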;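 note: peak over basal fluorescence ratio during 140 s after agonist addition; 0% = ACh EC80 plus DMSO and 100% = DMSO alone without agonist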
CHO-K1 Ca ag: nonselective activator or artifact in parental CHO-K1 cells; activation, % at 3 µM; actives 0.48% (n = 360,000); Fluo-8 calcium fluorescence; scaled to maximal ATP response, vehicle zero; in the data active = activation above about 15%;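 note: untransfected CHO-K1 host cells lacking M1 receptor as counterscreen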
CHO-K1 Ca antag: counter-screen for M1 antagonists: effect in parental CHO-K1 cells; ATP-induced calcium, Fluo-8 fluorescence; inhibition, % at 3 µM; actives 0.6% (n = 360,000); AID 602250;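 active = inhibition above a per-plate cutoff, the plate's mean sample inhibition plus 3 SD, cut at about 24% in these data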;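 note: 0% = DMSO plus EC80 ATP and 100% = DMSO alone without ATP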
CHO parental Ca: counter-screen: ATP calcium response change in parental CHO cells | parental CHO-K1, ATP-induced calcium, Fluo-8 fluorescence | actives 0.63% (n = 330,000) | inhibition, % at 5.6 µM;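 active = inhibition above that plate's mean sample inhibition plus 3 SD, cut at about 26% in these data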;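 note: 0% = ATP-challenged DMSO wells and 100% = DMSO wells without ATP; some compounds past the cut are filed as inactive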
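Assay system – parental CHO cells · Reagent – ATP stimulus · Detection – intracellular calcium via Fluo-8 no-wash fluorescent dye · Evaluation – percent inhibition of ATP-evoked calcium rise, normalized to controls · Controls – ATP wells versus no-ATP DMSO wells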
TAAR1 antag: human TAAR1 antagonism; CHO RD-HGA16 TAAR1, Fluo-8 calcium fluorescence, antagonist; AID 624466; inhibition, % at 3 µM; actives 1.5% (n = 360,000);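 active = inhibition above a per-plate cutoff, the mean inhibition of test compounds on that plate plus 3 SD, cut at about 49% in these data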;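 note: 0% = DMSO plus EC80 beta-PEA response and 100% = DMSO alone without agonist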
Target sequence (Q96RJ0 whole entry, looked up): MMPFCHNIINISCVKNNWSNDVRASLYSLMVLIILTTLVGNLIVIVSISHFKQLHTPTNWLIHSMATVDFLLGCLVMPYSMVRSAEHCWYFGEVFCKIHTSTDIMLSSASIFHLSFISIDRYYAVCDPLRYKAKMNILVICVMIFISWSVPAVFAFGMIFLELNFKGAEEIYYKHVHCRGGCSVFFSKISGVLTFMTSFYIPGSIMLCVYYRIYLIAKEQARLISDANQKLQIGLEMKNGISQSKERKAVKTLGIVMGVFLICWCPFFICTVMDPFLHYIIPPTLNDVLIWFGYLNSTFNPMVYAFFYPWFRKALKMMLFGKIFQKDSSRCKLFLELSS
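Material: RD-HGA16 CHO cells with stable hTAAR1 and Gα16; Dosing: single nominal final test compound concentration of 3 µM; Schedule: seeding 17-24 h prior, 75-min 37 °C, 30-min RT dye loading; Detection: kinetic Fluo-8 calcium fluorescence measurement; Measure: % inhibition from peak post-agonist over basal fluorescence ratio; Benchmarks: vehicle and agonist controls.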
M1 PAM parental: nonselective activator or artifact in parental CHO-K1 calcium assay; ATP EC20, Fluo-8 calcium fluorescence; 0% at ATP EC20, 100% at ATP max; activation, % at 3 µM; actives 0.02% (n = 360,000); AID 602247;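 active = activation above the run cutoff, the mean activation of all test compounds plus 3 SD, cut at about 40% in these data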;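 note: peak over basal fluorescence ratio in a 140 s read after ATP addition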
TAAR1 agonist: agonists of human TAAR1; CHO RD-HGA16 TAAR1, Fluo-8 calcium fluorescence; vehicle wells 0%, saturating PEA agonist 100%; activation, % at 3 µM; actives 0.99% (n = 360,000); AID 624467;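 active = activation above the mean activation of all test compounds in the run plus 3 SD, cut at about 38% in these data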
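System: CHO-derived RD-HGA16 cells with stable Gα16 and human TAAR1. Times: 17-24 h plating, Fluo-8 75 min 37 °C, 30 min RT. Measured by: calcium-sensitive Fluo-8 signal, excitation 470-495, emission 515-575 nm. Read-out basis: % activation relative to PEA EC100 response. Control set: DMSO and PEA EC100. Repeats: no replicates (n 1).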
Starred values were filed as active, the others as inactive; x = no result given.

SMILES	OXTR potentiate	M1 ag	CHRM1 antagonist	CHO-K1 Ca ag	CHO-K1 Ca antag	CHO parental Ca	TAAR1 antag	M1 PAM parental	TAAR1 agonist
N#C/C=C1\n2c(nc3ccccc32)OC12CCCCC2	-4	-5	1	-0.3	3	-17	-1	12	12
CCOC(=O)CSc1nnc(CSc2nc3sc4c(c3c(=O)[nH]2)CCCC4)n1-c1ccccc1	-13	-3	1	0.1	-7	-15	-6	16	7
Oc1ccc(Br)cc1/C=N/N1CCN(Cc2cccc3ccccc23)CC1	3	-2	-10	1.3	-11	-5	6	-4	1
CCN1C(=O)c2cccc3c(NS(=O)(=O)c4ccc(NC(C)=O)cc4)ccc1c23	-13	-3	10	2.1	11	-10	27	-5	8
CN(CC(=O)Nc1ccc(Cl)cc1)CC(=O)Nc1ccc(C(N)=O)cc1	4	1	-16	0.4	-8	-9	14	6	10
Cc1cccc(N(C(=O)Nc2ccc(Cl)cc2)C2=NCC(C)S2)n1 (stereo not drawn)	-19	-7	18	15*	11	-1	4	3	8
CCS(=O)(=O)N1Cc2ccccc2CC1C(=O)Nc1nnc(SCc2ccc(F)cc2)s1 (stereo not drawn)	-6	-6	11	5.6	6	-15	62*	9	30
C=CCOn1c(=O)c(=O)n(OCc2ccccc2)c2ccccc21	-9	-3	-2	0.5	3	-7	-1	3	4
COc1ccc(CN(C)C(=O)Cn2ccc(NC(=O)OCc3ccccc3)nc2=O)cc1OC	-8	-3	-1	0.2	-18	-13	10	20	5
CCC(=O)N1CCC2(CC1)Oc1ccc(Cl)cc1C(=O)C21CC(c2cccnc2)=NO1 (stereo not drawn)	-10	-4	8	1.4	-1	-12	-14	-12	15
O=Nc1c(O)n(Cc2ccc(Cl)cc2)c2ccccc12	-7	18*	-16	0.0	-5	-21	4	5	12
S=C(NC1CC2CCC1C2)N1CCN(c2cccc(Cl)c2)CC1 (stereo not drawn)	-20	-3	14	9.5	-4	-18	-7	7	7
O=C(c1ccc(Cn2cc(Cl)c([N+](=O)[O-])n2)cc1)N1CCN(Cc2ccccc2)CC1	-5	-6	4	3.9	-6	-12	13	18	1
COc1ccc(CCNC(=S)NC(=O)c2ccccc2)cc1C	-8	-7	-7	0.4	-1	-17	1	6	-2
CC(=O)C1=CCC(c2ccc(C)cc2)N(S(=O)(=O)c2ccc(Cl)cc2)C1 (stereo not drawn)	x	-4	-1	2.9	-3	x	21	7	3
Cc1ccc(NC(=O)c2ccc(S(=O)(=O)N3CCC(C)CC3)cc2)nc1	-15	-5	-4	1.6	1	-7	-7	1	3
O=C(Cc1cccc(NC(=O)C2CCN(S(=O)(=O)c3cccc([N+](=O)[O-])c3)CC2)c1)Nc1cccc(C(=O)N2CCOCC2)c1	x	-7	9	0.1	-2	x	-7	-10	0
Cc1ccc(C)c(S(=O)(=O)N2CCN(CC(=O)Nc3ccc4c(c3)CCC4)CC2)c1	-7	-6	10	1.2	-14	-6	5	27	0
CCOC(=O)C1CCCN(c2c(N3CCN(C4CCCCC4)CC3)c(=O)c2=O)C1 (stereo not drawn)	-2	6	4	0.0	-1	-12	-10	9	2
CCC(C(=O)Nc1nc(C)c(C(=O)OC)s1)c1ccccc1 (stereo not drawn)	-13	-2	-12	1.2	-15	-15	-17	10	2
O=C(NS(=O)(=O)c1ccc(NC(=O)C2CCCO2)cc1)c1ccccc1 (stereo not drawn)	-4	0	-3	0.9	-37	1	7	5	4
CC/C(=N/Nc1ccccc1Cl)c1cnnc(-c2ccccc2)n1	-2	-1	-10	0.6	-14	-9	-15	8	5
NC(=O)C[n+]1cccc(C(N)=O)c1	-15	-5	-9	0.2	-5	-4	3	18	1
COc1cc(OC)c(CNC2CCCCCC2)cc1Br	-11	-3	4	0.9	-14	-12	13	16	0
O=C(NCCN1CCN(Cc2ccccc2)CC1)C1CC(=O)N(C2CCCC2)C1 (stereo not drawn)	6	-9	1	-0.3	-3	-12	1	3	2
Cc1ccc(S(=O)(=O)NOCc2ccccc2)cc1	x	-7	-11	0.1	-16	-17	-11	16	2
CCN(CC)C(=O)Cn1nc(C)c2ccccc2c1=O	-3	-3	-24	0.3	-1	-8	7	9	6
Cc1ccc(-n2nc3c(=O)n(CC(=O)NCCCc4ccccc4)nc(C)c3c2C)cc1	-5	-5	-9	-1.2	-1	-17	-9	8	0
CCOC(=O)c1ccc(N2CCOCC2)c(NC(=O)c2nccnc2C(=O)O)c1	-12	-1	-4	0.8	-11	-1	0	14	1
O=C(Cn1nc(-c2cccc([N+](=O)[O-])c2)c2ccccc2c1=O)NCC1CCCO1 (stereo not drawn)	-17	-10	-7	-0.4	4	-2	14	-2	2

Profiles, looked up by structure:
Record of CCN(CC)C(=O)Cn1nc(C)c2ccccc2c1=O : OXTR potentiate: -3; M1 ag: -3; CHRM1 antagonist: -24; CHO-K1 Ca ag: 0.3; CHO-K1 Ca antag: -1; CHO parental Ca: -8; TAAR1 antag: 7; M1 PAM parental: 9; TAAR1 agonist: 6
Record of O=C(NCCN1CCN(Cc2ccccc2)CC1)C1CC(=O)N(C2CCCC2)C1 (stereo not drawn) : OXTR potentiate: 6; M1 ag: -9; CHRM1 antagonist: 1; CHO-K1 Ca ag: -0.3; CHO-K1 Ca antag: -3; CHO parental Ca: -12; TAAR1 antag: 1; M1 PAM parental: 3; TAAR1 agonist: 2

Rewritten field by field: three of the compounds above.
> CCN(CC)C(=O)Cn1nc(C)c2ccccc2c1=O
- OXTR potentiate = -3
- M1 ag = -3
- CHRM1 antagonist = -24
- CHO-K1 Ca ag = 0.3
- CHO-K1 Ca antag = -1
- CHO parental Ca = -8
- TAAR1 antag = 7
- M1 PAM parental = 9
- TAAR1 agonist = 6

> COc1ccc(CN(C)C(=O)Cn2ccc(NC(=O)OCc3ccccc3)nc2=O)cc1OC
- OXTR potentiate = -8
- M1 ag = -3
- CHRM1 antagonist = -1
- CHO-K1 Ca ag = 0.2
- CHO-K1 Ca antag = -18
- CHO parental Ca = -13
- TAAR1 antag = 10
- M1 PAM parental = 20
- TAAR1 agonist = 5

> CN(CC(=O)Nc1ccc(Cl)cc1)CC(=O)Nc1ccc(C(N)=O)cc1
- OXTR potentiate = 4
- M1 ag = 1
- CHRM1 antagonist = -16
- CHO-K1 Ca ag = 0.4
- CHO-K1 Ca antag = -8
- CHO parental Ca = -9
- TAAR1 antag = 14
- M1 PAM parental = 6
- TAAR1 agonist = 10

The list goes on:
SMILES	OXTR potentiate	M1 ag	CHRM1 antagonist	CHO-K1 Ca ag	CHO-K1 Ca antag	CHO parental Ca	TAAR1 antag	M1 PAM parental	TAAR1 agonist
O=C1/C(=C/c2ccco2)N=C(N2CCCCC2)N1c1ccccc1	5	-5	-6	0.9	4	-14	7	3	2
COc1ccc(-c2nc(CS(=O)CC(=O)NCCN3CCCCCC3)c(C)o2)cc1OC (stereo not drawn)	-4	-6	-17	-0.2	-5	-12	-6	0	0
CCCCN(C(=O)CSc1nnnn1C)c1c(N)n(Cc2ccccc2)c(=O)[nH]c1=O	-1	-3	-9	0.0	-7	-10	-3	2	0
Cc1ccc(C)c(N2N=C(C(=O)OCc3nnc(-c4ccccc4)o3)CCC2=O)c1	10	-2	5	1.4	-2	-23	3	0	1
CC(C)C[C@H]1CN(CCCC[C@H]2CNC(=O)C(=O)N2CCC2CCCCC2)C(=O)C(=O)N1CCC1CCCCC1	x	x	x	0.3	-9	x	-13	2	0
Cc1ccc(NC(=O)C2CCN(S(=O)(=O)c3ccc4c(c3)NC(=O)C(C)S4)CC2)cc1C (stereo not drawn)	-7	0	36	10	19	51*	50*	-18	1
Cc1ccc(S(C)(=O)=O)cc1S(=O)(=O)Nc1ccccc1	-1	-7	-15	0.5	-8	2	-19	16	4
Cc1[nH]c2ccc(OCc3ccccc3)cc2c1CCN1C(=O)OC(C)(C)C1(C)O (stereo not drawn)	-5	-2	-5	1.1	16	-7	2	-5	6
N/C(=N\OS(=O)(=O)c1ccccc1)c1ccncc1	-1	-4	-13	0.0	-3	-4	8	13	4
Cc1ccc2nc(C)cc(C(=O)OCC(=O)Nc3c(C)n(C)n(-c4ccccc4)c3=O)c2c1	2	-8	0	-0.1	-3	2	-4	12	-1
CC(=O)NC1C(=O)Nc2c(C)cc(C)cc21 (stereo not drawn)	-11	-1	-7	0.0	0	-9	11	0	14
CC1(C(=O)NS(=O)(=O)c2ccc(C#N)cc2)CCN1C(=O)CC1CCCCC1 (stereo not drawn)	x	-3	3	-0.8	12	x	-29	-4	2
CC(C)=C(NC(=O)c1ccccc1)C(=O)Nc1ccc(C(=O)O)cc1	-1	-3	-7	0.3	-2	-5	-4	0	1
CCC(=O)NC(c1ccc(C)cc1)c1cc(Cl)c2cccnc2c1O (stereo not drawn)	4	-4	-7	2.6	-16	-10	x	27	x
O=C(C1CCN(C2CC(=O)N(Cc3ccccc3)C2=O)CC1)N1CCCCCC1 (stereo not drawn)	-2	-3	-26	0.5	-1	-21	4	11	0
CCOC(=O)Nc1ccc2c(c1)nc(CN1CCCCC1)n2C	-8	-7	-2	0.9	0	-7	x	10	x
CN1CCc2cc(Cl)c(O)cc2[C@@H](c2ccccc2)C1	6	0	-5	-0.2	9	-17	-13	-3	14
Clc1ccc(CSc2nnc(-c3cccnc3)n2Cc2ccco2)c(Cl)c1	-23	-5	5	0.8	-3	-12	-4	11	2
NS(=O)(=O)c1ccc(NC(=O)Nc2ccc(S(N)(=O)=O)cc2)cc1	-2	-1	-2	0.0	7	-15	-4	-20	0
Cc1cc(=O)oc2cc(NC(=O)C(C)Oc3ccccc3)ccc12 (stereo not drawn)	-8	-5	-2	0.7	1	1	-11	3	2
CCn1cnc2cc(NCc3ccc(Br)cc3)ccc21	-16	x	x	x	x	-6	-5	x	9
Cn1c(CNC(=O)C2CCCCC2)cc2ccccc21	-8	-2	-31	0.1	-8	-13	-1	6	0
CC(C)CC1C(=O)N(Cc2cn(Cc3ccco3)nn2)CCS(=O)(=O)N1Cc1ccc(-c2ccc(Cl)cc2)cc1 (stereo not drawn)	x	-1	-17	1.2	-9	x	-6	25	1
